Screening data: PubChem, National Center for Advancing Translational Sciences (NCATS)
L3MBTL1 block: qHTS Assay for the Inhibitors of L3MBTL1. AlphaScreen L3MBTL1–H3K9me1 peptide binding. Potency, µM (top dose mostly 57.1 µM), for inactives: at the highest dose activity, negative = inhibition, actives largely listed as inhibitors. 230,000 tested, 0.66% active. AID 485360, 2010; further: on the % scale 0 is the no-effect control and ±100 the full control effect; nearly all actives have a fitted effect of over 60% in size
Target sequence (Q9Y468 whole entry, looked up): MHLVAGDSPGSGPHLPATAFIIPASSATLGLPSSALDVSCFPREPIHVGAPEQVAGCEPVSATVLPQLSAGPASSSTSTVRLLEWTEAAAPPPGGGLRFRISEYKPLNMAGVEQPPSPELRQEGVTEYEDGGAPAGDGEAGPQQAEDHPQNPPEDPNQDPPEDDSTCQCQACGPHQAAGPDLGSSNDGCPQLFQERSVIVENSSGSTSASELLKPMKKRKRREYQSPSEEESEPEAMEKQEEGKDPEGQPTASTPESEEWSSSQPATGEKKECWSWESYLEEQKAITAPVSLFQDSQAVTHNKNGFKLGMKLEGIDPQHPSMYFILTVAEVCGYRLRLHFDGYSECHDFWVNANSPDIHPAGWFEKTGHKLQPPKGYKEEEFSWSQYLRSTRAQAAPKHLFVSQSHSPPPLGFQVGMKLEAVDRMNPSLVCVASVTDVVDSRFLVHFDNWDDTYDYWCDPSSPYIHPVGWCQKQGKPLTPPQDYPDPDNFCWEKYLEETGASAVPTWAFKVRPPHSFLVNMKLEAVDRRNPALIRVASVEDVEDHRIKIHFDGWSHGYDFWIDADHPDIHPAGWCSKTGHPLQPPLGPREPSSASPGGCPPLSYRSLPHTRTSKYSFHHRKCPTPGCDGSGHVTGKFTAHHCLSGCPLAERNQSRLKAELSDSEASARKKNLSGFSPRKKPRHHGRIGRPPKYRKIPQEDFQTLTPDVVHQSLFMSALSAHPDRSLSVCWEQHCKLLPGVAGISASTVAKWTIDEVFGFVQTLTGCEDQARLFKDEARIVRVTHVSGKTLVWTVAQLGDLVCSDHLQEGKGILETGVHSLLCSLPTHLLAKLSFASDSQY
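Read-out is AlphaScreen signal from streptavidin donor and nickel chelate acceptor beads (10 ug/mL final each) bridging L3MBTL1 (50 nM) and biotinylated K9-monomethylated H3(1-15) peptide (75 nM), after 30 min compound exposure at room temperature.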
RECQ1 helicase: qHTS Assay for Inhibitors of RecQ-Like Dna Helicase 1 (RECQ1) | Potency, µM (series often up to 57.3 µM), for the others: at the highest dose activity, negative = inhibition, hits mostly inhibitors | ATP-dependent DNA helicase Q1 (Homo sapiens), P46063 | 240,000 tested, 0.54% active | RECQ1 DNA unwinding, red fluorescence kinetic read;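 further: plate controls were vehicle for no effect and no enzyme for full effect; nearly all actives have a fitted effect of over 30% in size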
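50 nM RECQ1T1 preincubated 15 min with compound in Tris pH 8.0 buffer with MgCl2, DTT, Tween-20 and 2.5 ug/ml poly(dI-dC); started with 200 nM TAMRA/BHQ-2 forked duplex and 2 mM ATP. Unwinding read as fluorescence (525/598 nm), two reads 2 h apart.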
Lamin A splicing: qHTS Assay for Modulators of Lamin A Splicing; 200,000 tested, 0.01% active; Potency, µM (titrated, usually from 46.1 µM), for the others: top-dose ratio change, negative = inhibition, actives largely listed as inhibitors; AID 1487, 2009; HeLa LMNA splicing GFP/RFP minigene ratio, 48 h; active means well fitted inhibition curve with a large enough effect in the signal ratio, with a control signal flat, not every such curve was filed as active; inconclusive means small, poorly fitted or top-dose-only effect, or effect the other way, or a change in a side signal; the % refers to the signal ratio; further: on the % scale 0 is the no-effect control and ±100 the full control effect
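S3 HeLa stable clones carrying a lamin A-EGFP splicing minigene plus DsRed2 were seeded at 600 cells/well in Opti-MEM with 2% FBS, pin-dosed and incubated 48 h at 37°C. Acumen cytometry (488 nm) gave the GFP/RFP total-intensity ratio.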
SMN2 splice enh: qHTS Assay for Enhancers of SMN2 Splice Variant Expression; HEK293 SMN2-luciferase splicing reporter, luminescence, 30-36 h; Potency, µM (top dose mostly 46.1 µM), for inactives: at the highest dose activity change, positive = activation, most hits filed as activators; 210,000 tested, 2.8% active; AID 1458, 2008; further: % of control where 0% means no effect; nearly all actives have a fitted effect of over 55% in size
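qHTS luciferase splicing reporter: luminescence rises when SMN2 exon 7 is included in transfected HEK293 cells. Compound exposure lasted 30-36 h at 37C, with 4.5 mM final sodium butyrate as control, followed by a ONE-Glo read.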
JMJD2E inh: qHTS Assay for Inhibitors of Human Jumonji Domain Containing 2E (JMJD2E). AID 2147, 2009. Potency, µM (doses to about 57.1 µM), for the others: at the top dose activity change, negative = inhibition, most hits filed as inhibitors. 230,000 tested, 1.6% active. Lysine-specific demethylase 4E (Homo sapiens), B2RXH2. JMJD2E catalytic domain, FDH-coupled NADH fluorescence (FDH is formaldehyde dehydrogenase); active means well fitted inhibition curve with a large enough effect, not every such curve was filed as active; inconclusive means small, poorly fitted or top-dose-only effect, or another doubt; inactive means no such curve, though single readings can be large or run the other way;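 further: 0% = wells with enzyme and -100% = buffer wells without enzyme; nearly all actives have a fitted effect of over 50% in size; many of its hits are not listed in these tables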
Tau fibril ThT: qHTS for Inhibitors of Tau Fibril Formation, Thioflavin T Binding. Microtubule-associated protein tau (Homo sapiens), P10636. recombinant tau K18 P301L, heparin-induced fibrillization, ThT fluorescence. Potency, µM (highest dose often 57.4 µM), inactives show top-dose activity, negative = inhibition, most hits filed as inhibitors. 270,000 tested, 2.1% active. AID 1460, 2008; further: on the % scale 0 is the no-effect control and ±100 the full control effect; nearly all actives have a fitted effect of over 55% in size
Target sequence (P10636 561-689 P618L limits assumed): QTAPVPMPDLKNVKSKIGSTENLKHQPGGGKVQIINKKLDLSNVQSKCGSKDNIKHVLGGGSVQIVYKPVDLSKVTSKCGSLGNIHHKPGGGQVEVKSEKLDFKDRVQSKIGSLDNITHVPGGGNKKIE
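Fibril formation assay: tau K18 P301L at 15 uM with trace Alexa 594 label, heparin inducer 20 uM, pH 7 sodium acetate buffer, 37 C for 6 hr; endpoint ThT signal.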
ALDH1A1 inh: qHTS Assay for Inhibitors of Aldehyde Dehydrogenase 1 (ALDH1A1); 220,000 tested, 7.3% active; Purified ALDH1A1, NADH fluorescence, propionaldehyde substrate; Potency, µM (doses to about 75.3 µM), inactives show at the top dose activity, negative = inhibition, hits mostly inhibitors; active means well fitted inhibition curve with a large enough effect, not every such curve was filed as active; inconclusive means small, poorly fitted or top-dose-only effect, or another doubt; inactive means no such curve, though single readings can be large or run the other way;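 further: plate controls were no enzyme wells and a reference inhibitor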
KinaseGlo FLuc: Counterscreen for Luciferase (Kinase-Glo TM) Inhibition; Luciferin 4-monooxygenase (Photuris pensylvanica), Q27757; Kinase-Glo luciferase, ATP luminescence, 8 min; Potency, µM (titrated, usually from 38.3 µM), inactives show at the highest dose activity change, negative = inhibition, actives largely listed as inhibitors; 200,000 tested, 0.28% active; AID 1379, 2008; further: on the % scale 0 is the no-effect control and ±100 the full control effect; nearly all actives have a fitted effect of over 60% in size
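Light output from Kinase-Glo luciferase with luciferin and 10 uM ATP in 50 mM imidazole pH 7.2, KCl, MgCl2, Tween 20, BSA; compound pin-delivered, 8-min ambient incubation, then luminescence read.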
Numbers without * were called inactive; i = inactive; ? = inconclusive; . = not tested or not shown; [ ] = remark or other dose. Unless noted, the call rests on the fitted dose curve; in most records, active means well fitted curve in the direction sought with a large enough effect; inconclusive means small, poorly fitted or top-dose-only effect, or another doubt; inactive means no such curve, though single readings can be large; an effect the other way counts as inactive or inconclusive. Potency means the concentration at half of the fitted maximal effect.

SMILES	L3MBTL1 block	RECQ1 helicase	Lamin A splicing	SMN2 splice enh	JMJD2E inh	Tau fibril ThT	ALDH1A1 inh	KinaseGlo FLuc
O=S(=O)(c1ccc(-c2ccccc2)cc1)N1CCCC1	22%	i	.	-22%	0%	2%	?	1%
CCOC(=O)C(=Cc1cc(=O)c(OC)co1)C(=O)OCC	1%	-5%	?	-109%[inhibitor]	-8%	?	-8%	10%
CSc1nc(N2CCN(c3ccccc3Cl)CC2)c2ccccc2n1	26%	0%	.	.	?	?	?	1%
CCOC(=O)c1nnn(CC(=O)Nc2cc(Cl)ccc2C)c1C(=O)OCC	.	-5%	10%	-11%	4%	-5%	10%	-1%
O=S(=O)(Cc1ccccc1)N1CCn2c(nc3ccccc32)C1	.	-16%	1%	9%	-5%	-11%	-2%	-1%
CCN(CC)C(=O)CSc1nnc(COc2ccc(OC)cc2)n1N	3%	4%	?	.	8%	-6%	5%	-4%
O=C(NCc1ccccc1Cl)C(=O)NCC(c1ccco1)N1CCOCC1 (stereo not given)	-11%	i	?	5%	6%	-5%	-5%	1%
Cc1cccc(NS(=O)(=O)c2ccc(C)c(C(N)=O)c2)c1	-3%	-2%	.	.	11%	-1%	-8%	.
Cc1[nH]n(-c2ccc([N+](=O)[O-])cc2)c(=O)c1C=NCCN1CCN(C(=O)C(C)C)CC1	.	-4%	.	-36%[inhibitor]	-7%	?	?	10µM*
COc1cc(/C=C/C(=O)c2ccc(NS(=O)(=O)c3ccc(C)cc3)cc2)cc(OC)c1O	-14%	-12%	?	-100%[inhibitor]	?	11µM*	22µM*	-2%
CCOc1c(N2CC(C)OC(C)C2)c(=O)c1=O (stereo not given)	10%	16%	.	.	9%	8%	.	.
CCN(CC)S(=O)(=O)c1cccc(-c2nc3n(n2)Cc2ccccc2-3)c1	3%	i	?	-16%	-3%	3%	-6%	-4%
CCCCOc1ccc(-c2nnc(-c3ccco3)o2)cc1	6%	3%	?	14µM*	?	?	?	-5%
COc1ccc(NC(=O)CSc2nc(-c3ccncc3)nn2CC(=O)N2CCCC2)cc1	0%	12%	0%	6%	6%	-6%	4%	1%
CCOC(=O)C(=O)N=Nc1c(O)[nH]c2ccccc12	-2%	-1%	-7%	11%	5%	-16%	-4%	-3%
COc1ccc(Br)cc1CN1CCN(C(=O)c2cccc(OC)c2OC)CC1	.	i	0%	-8%	?	-8%	?	-2%
COc1ccc(OCC(O)CN2CCCCCC2)cc1 (stereo not given)	-1%	-6%	1%	10%	?	-4%	1%	1%
O=C1COc2ccc(C(=O)COC(=O)c3cccnc3Cl)cc2N1	-1%	-3%	-6%[9.22 µM]	5%	-4%	-9%	-3%	-3%
CCCC(=O)N(C1CC(C)C(C#N)(C#N)C1(C#N)C#N)N(C)C (stereo not given)	-5%	-1%	.	.	4%	?	.	.
Cc1ccccc1NC(=O)Cc1nc(CSc2nnc(C3CCCCC3)n2N)cs1	6%	i	-3%	-20%	-5%	?	-1%	-1%
CCN(CC)CCC(C)OC(=O)c1ccc(O)cc1O (stereo not given)	-2%	i	.	0%	-7%	-2%	8%	0%
CCCN(CCC)CCCNS(=O)(=O)c1cc(Br)cc2c1N(C(C)=O)CC2	-7%	-3%	-14%	-1%	-8%	-7%	-9%	-6%
CC[C@H](C)[C@H](NS(=O)(=O)c1ccc(C)cc1)C(=O)N1CCC(C(=O)N[C@@H](C)C(=O)O)CC1	1%	-1%	7%	-14%	-6%	3%	6%	-3%
CCCC(=O)Nc1ccc(N2CCN(S(C)(=O)=O)CC2)cc1	6%	-1%	3%	24%	4%	-2%	12%	0%
Cc1ccc(-n2c(=O)[nH]cc(C(=O)Nc3ccc4c(c3)OCO4)c2=O)cc1C	-3%	-5%	-9%	-8%	-1%	3%	12%	-5%
COc1ccc(CCN2C(=O)C3C(C2=O)C2C=CC3C23CC3)cc1OC (stereo not given)	14%	-7%	4%[46 µM]	-4%	-1%	-9%	?	3%
Cc1nc(NC2=NCN(Cc3cccnc3)CN2)nc2ccccc12	7%	14%	-14%	-23%	1%	5%	-8%	-3%
O=C(O)c1ccc(Cl)c(NC(=S)NC(=O)c2ccccc2[N+](=O)[O-])c1	.	-2%	.	-16%	-9%	-8%	22µM*	7%
O=C(c1ccco1)N1CCCC(c2nc(-c3ccc(S(=O)(=O)NCc4ccccc4)cc3)no2)C1 (stereo not given)	-13%	-5%	?	-70%[inhibitor]	0%	-19%	?	1%
CCCCCn1c(CN2CCN(Cc3ccccc3)CC2)nc2c1c(=O)[nH]c(=O)n2C	0%	3%	13%	-2%	7%	-13%	3%	-2%
N#Cc1cc(-c2ccccc2)cn(Cc2c(Cl)cccc2Cl)c1=O	3%	-6%	-5%	-8%	?	-10%	?	3%
N#Cc1ccc(-c2ccco2)nc1SCc1ccccc1	41%[activator]	-9%	18%	2%	?	-9%	?	1%
Cc1ccccc1NC(=O)OCc1cccnc1Oc1ccc(Cl)cc1	37%[activator]	-12%	-17%[46 µM]	2%	-4%	-4%	-3%	-4%
Cc1cc2ncc(-c3ccccc3)nc2cc1C	.	-4%	.	5µM*	.	-23%	-6%	.
O=C(c1cnc2n(c1=O)CCS2)N1CCN(c2ccc(Cl)c(Cl)c2)CC1	-8%	-5%	-5%	-25%	3%	-2%	4%	-3%
COc1ccc(OC)c(C2CC(=O)N3CN(c4ccc(C)c(Cl)c4)CSC3=C2C#N)c1 (stereo not given)	.	-5%	-5%	2%	?	28µM*	7.9µM*	2%
Cc1ccccc1OCC(=O)N/N=C/c1ccccn1	.	i	-1%[46 µM]	6%	8%	-7%	-6%	-2%
C[C@@H]1CCC[C@@]2(O[C@H](CCO)C[C@@H](O)[C@@H]2O)O1	2%	-5%	7%	5%	15%	0%	11%	1%
CCOC(=O)NNC1CC(=O)N(c2ccccc2)C1=O (stereo not given)	2%	0%	-12%	-3%	6%	-9%	-7%	1%
CCN(CC)c1ccc(/C=N/NC(=O)c2ccc([N+](=O)[O-])cc2)cc1	.	-1%	.	.	5%	?	28µM*	.
S=C(NCC1CCCO1)Nc1ccccc1 (stereo not given)	1%	i	12%[46 µM]	.	3%	-7%	-4%	6%
CN1CCN(C(=O)CCN2C(=O)c3ccccc3C2=O)CC1	-3%	8%	.	.	1%	1%	4%	-1%
COc1cc(NC(=O)C(=O)Nc2ccc3nc4n(c(=O)c3c2)CCCCC4)cc(OC)c1OC	.	i	.	-3%	3%	1%	.	.
CCOC(=O)N1CCN(C(=O)NC23CC4CC(CC(C4)C2)C3)CC1	.	0%	6%	.	3%	-1%	-6%	4%
Cc1cccnc1NS(=O)(=O)c1cccc([N+](=O)[O-])c1	0%	2%	4%	-1%	4%	-1%	8%	1%
COc1ccc(/C=N/c2c(-c3ccc(OC)cc3)nc3n2CCS3)cc1	-4%	-2%	10%	9%	-25%	14µM*	?	-3%
CC(C)(C)n1ncc2c(=O)n(CC(=O)OCc3ccccc3)cnc21	-4%	-6%	18%	4%	-5%	-19%	-15%	?
CCOc1ccc(-c2ccc(SC)nn2)cc1	?	13%	.	0.79µM*	-28%	-13%	6%	3.2µM*
CCC(=O)Nc1ccc(NC(=O)c2ccco2)c(OC)c1	.	i	0%	40%	6%	-6%	17%	0%
COc1cc(NC(=O)CSc2nnnn2Cc2ccc3c(c2)OCO3)cc(OC)c1	.	1%	7%	-26%	7%	-4%	8%	-5%

Single records (already shown). Order of screens: L3MBTL1 block, RECQ1 helicase, Lamin A splicing, SMN2 splice enh, JMJD2E inh, Tau fibril ThT, ALDH1A1 inh, KinaseGlo FLuc
`CN1CCN(C(=O)CCN2C(=O)c3ccccc3C2=O)CC1` is listed with -3%, 8%, ., ., 1%, 1%, 4%, -1%
`Cc1cccnc1NS(=O)(=O)c1cccc([N+](=O)[O-])c1` is listed with 0%, 2%, 4%, -1%, 4%, -1%, 8%, 1%

(cont.)
SMILES	L3MBTL1 block	RECQ1 helicase	Lamin A splicing	SMN2 splice enh	JMJD2E inh	Tau fibril ThT	ALDH1A1 inh	KinaseGlo FLuc
CCC(C)Nc1nc(OC(C(F)(F)F)C(F)(F)F)nc(OC(C(F)(F)F)C(F)(F)F)n1 (stereo not given)	?	1%	-5%	-18%	-2%	-4%	6%	-3%
O=S(=O)(NCc1ccco1)c1ccc(S(=O)(=O)N2CCCCC2)cc1	-1%	2%	-10%	17%	14%	-2%	?	-1%
COCCCn1c(-c2ccccc2Cl)n[nH]c1=S	.	-1%	7%	21%	0%	-3%	1%	0%
Cn1cccc1C(=O)N1CCC2(CCN(Cc3nccs3)CC2)CC1	.	-5%	.	-16%	.	.	-7%	-3%
O=C(CCN1C(=O)c2ccccc2C1=O)N1CCN(c2ccccn2)CC1	-3%	i	-6%	13%	-1%	-8%	1%	0%
Cc1ccc(-c2nnc(SCC(=O)N/N=C/c3ccc(C)s3)n2-c2ccccc2)cc1	-4%	-3%	-14%	4%	-3%	10%	5%	1%
OC(CSc1ccccc1Cl)CN1CCN(c2ccc(F)cc2)CC1 (stereo not given)	-4%	-3%	-4%	-9%	4%	?	-3%	4%
O=C(OCCN(C1=NS(=O)(=O)c2ccccc21)c1ccc(Cl)cc1)c1ccco1	-2%	i	?	-18%	-3%	-5%	48%[activator]	-1%
CC(Oc1ccc(C(=O)c2ccccc2)cc1)C(=O)Nc1ccc(S(N)(=O)=O)cc1 (stereo not given)	8%	-4%	?	.	0%	6%	10µM*	-2%
NC(=O)C1CCN(C(=S)NC2CC3C=CC2C3)CC1 (stereo not given)	15%	i	.	.	15%	-1%	.	.
COc1ccc(N2CCN(C(=O)c3ccc4ccccc4n3)CC2)cc1	-13%	i	?	2%	4%	-10%	2%	-1%

Some of the compounds tested; rates above refer to the full screens.
